Screening results as filed in PubChem.
BCR signal inh = qHTS Assay to Find Inhibitors of Chronic Active B-Cell Receptor Signaling. AID 493014, 2011. ABC-DLBCL IkBa-CBG/CBR reporter, luminescence ratio, 4 h. actives 0.05% (n = 340,000). Potency, µM (doses to about 46.1 µM), inactives show top-dose ratio change, negative = lower green/red ratio, actives largely listed as inhibitors; active = well fitted inhibition curve with a large enough effect in the signal ratio, with a control signal flat, not every such curve was filed as active; inconclusive = small, poorly fitted or top-dose-only effect, or effect the other way, or a change in a side signal; the % refers to the signal ratio;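 note: potency is the fitted concentration of half-maximal effect; plate controls were basal doxycycline-induced cells for no effect and cells given 10 µM MG132 for full effect; MG132 reads +100%, hits lower the ratio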
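Compounds up to 46 uM were incubated four hours with TMD8 cells whose green CBG68 luciferase is fused to IkappaBalpha; red CBR luminescence normalised the signal, and concentration-effect curves were fitted to fusion, red and ratio data.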
Tb PFK inh = qHTS Assay to Find Inhibitors of T. brucei phosphofructokinase | ATP-dependent 6-phosphofructokinase (Trypanosoma brucei brucei), O15648 | T. brucei PFK, ADP-Glo luminescence | Potency, µM (doses to about 57.5 µM), without a hit: at the top dose activity, negative = inhibition, actives largely listed as inhibitors | actives 0.17% (n = 330,000) | AID 485367, 2010;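 note: potency is the fitted concentration of half-maximal effect; 0% = uninhibited 1x PFK enzyme wells and -100% = no-enzyme wells; nearly all actives have a fitted effect of over 60% in size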
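Activity is normalized to no-enzyme wells (full inhibition) and 1.25 nM enzyme wells (no inhibition). Reaction: 0.5 mM F6P, 0.1 mM ATP, 45 min RT, ADP-Glo luminescence; concentration-response curves fitted and classed by quality.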
Giardia kill = Small Molecules that selectively kill Giardia lamblia: qHTS | Giardia lamblia trophozoite viability | activity change, % at 7.66 µM, hits read low | actives 0.15% (n = 340,000) | AID 540267, 2011; in the data active = activity change below about -80%; inconclusive = between about -30% and that limit;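 note: parasites exposed to compound for two days anaerobically before the ATP read; % is set by controls: 0 for no effect and ±100 for the full control effect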
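Giardia trophozoites, 100 cells per well, were exposed to compounds for 48 hrs at 37 deg C under anaerobic conditions; viability was then read as ATP content by bioluminescence after 15-30 min at room temperature.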
KCNH2 WT inh = qHTS for Inhibitors of KCHN2 3.1: Wildtype qHTS. U2OS, BacMam KCNH2, thallium flux FluxOr; stronger effect = lower value. actives 0.37% (n = 340,000). Voltage-gated inwardly rectifying potassium channel KCNH2 (Homo sapiens), Q12809. activity change, % at 1.84 µM;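 active = maximum activity change below -70%; inconclusive = maximum activity change between -70% and -50%; inactive = maximum activity change above -50%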; note: % is set by controls: 0 for no effect and ±100 for the full control effect
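U2OS cells were transduced with wild-type KCNH2 virus (2.03 x 10^8 / mL) for 4 h at room temperature, then cultured overnight at 37 C. Thallium flux was read with FluxOr dye. Rate constants were normalized to DMSO controls.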
GALK inh = qHTS Assay for Inhibitors of Human Galactokinase (GALK). actives 0.007% (n = 270,000). Purified GALK, Kinase-Glo residual ATP luminescence. Potency, µM (highest dose often 57.5 µM), for the others: at the highest dose activity change, negative = inhibition, usual class: inhibitors. AID 1868, 2009; note: potency is the fitted concentration of half-maximal effect; % is set by controls: 0 for no effect and ±100 for the full control effect
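Human GALK (5 nM) with 35 uM ATP and 100 uM galactose in 20 mM HEPES pH 8.0, 5 mM MgCl2, 60 mM NaCl, 1 mM DTT, 0.01% BSA. After 1 h at room temperature, leftover ATP was read by Kinase-Glo Plus luminescence.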
MLL CXXC-DNA inh = qHTS Fluorescence Polarization Assay for Inhibitors of MLL CXXC domain - DNA interaction | actives 0.037% (n = 290,000) | AID 2662, 2010 | MLL-CXXC / FITC-HOXA9 DNA fluorescence polarization | Potency, µM (titrated, usually from 115 µM), for the others: at the top dose activity change, negative = inhibition, usual class: inhibitors; active = well fitted inhibition curve with a large enough effect in the polarisation, with a control signal flat, not every such curve was filed as active; inconclusive = small, poorly fitted or top-dose-only effect, or effect the other way, or a change in a side signal; inactive = no such curve, though single readings can be large or run the other way; the % refers to the polarisation; note: potency is the fitted concentration of half-maximal effect
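Steps: dispense CXXC domain solution (7 uM) → pin compounds or unlabeled HOX-A9 DNA control → 5 min ambient → add FLSN-HOX-A9 solution (50 nM) → spin → 30 min ambient → fluorescence polarization. Tris pH 7.5/NaCl/DTT/BSA buffer.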
Coupling enz = qHTS Assay for Inhibitors of Fructose-1,6-bisphosphate Aldolase from Giardia Lamblia: Coupling assay counterscreen; coupling enzyme system counterscreen, AmpLite Red fluorescence; activity change, negative = inhibition, % at 58.2 µM, hits read low; AID 2472, 2010; actives 0.67% (n = 290,000); in the data active = activity change below about -30%; note: % is set by controls: 0 for no effect and ±100 for the full control effect
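Fluorescence at 525 nm excitation and 598 nm emission measured inhibition of the coupled detection system without aldolase. Compounds (at 57.5 uM final) were preincubated 10 min at room temperature with coupling enzyme reagent before a 20 min substrate/AmpLite Red step.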
TCR act = Activators of T cell receptors: qHTS campaign. AID 504894, 2011. Potency, µM (series often up to 9.22 µM), for inactives: top-dose activation of IL-2 secretion, most hits filed as activators. 330,000 tested, under 10 active. primary human leukocytes, anti-CD3, IL-2 HTRF, 48 h; note: % of control where 0% means no effect
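IL-2 produced over 48 hr by a-CD3 bead-stimulated primary human leukocytes exposed to compounds was detected with a homogeneous time-resolved FRET immunoassay, 665nm acceptor signal after 320nm excitation.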
AT treatment = qHTS Assay for Identifying a Potential Treatment of Ataxia-Telangiectasia; […] A-T fibroblasts, KAP-1 phosphorylation AlphaLISA; neocarzinostatin DNA damage 30 min before lysis; Potency, µM (doses to about 57.5 µM), inactives show at the highest dose activation, most hits filed as activators; actives 0.19% (n = 320,000); note: potency is the fitted concentration of half-maximal effect; % of control where 0% means no effect; nearly all actives have a fitted effect of over 45% in size
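ATM-like activity read as KAP-1 phosphorylation via AlphaLISA donor/acceptor antibody pairs after lysis and 6 hr at 25C. Cells were ATM-null patient fibroblasts ([…], hTERT), dosed 60 min, then exposed to the DSB inducer NCS for 30 min.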
TSHR antagonist = Antagonists of the Thyroid Stimulating Hormone Receptor: HTS campaign; Thyrotropin receptor (Homo sapiens), P16473; TSHR-expressing cells, TSH-stimulated cAMP HTRF, 2 h; stronger effect = lower value; activity change, negative = inhibition, % at 11.5 µM; actives 0.2% (n = 330,000); AID 504810, 2011;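 active = activity change below a set negative limit, meaning inhibition stronger than a set level, cut at about -70% in these data; inconclusive = activity change between two set negative limits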; note: % is set by controls: 0 for no effect and ±100 for the full control effect
Target sequence (P16473 whole entry, looked up): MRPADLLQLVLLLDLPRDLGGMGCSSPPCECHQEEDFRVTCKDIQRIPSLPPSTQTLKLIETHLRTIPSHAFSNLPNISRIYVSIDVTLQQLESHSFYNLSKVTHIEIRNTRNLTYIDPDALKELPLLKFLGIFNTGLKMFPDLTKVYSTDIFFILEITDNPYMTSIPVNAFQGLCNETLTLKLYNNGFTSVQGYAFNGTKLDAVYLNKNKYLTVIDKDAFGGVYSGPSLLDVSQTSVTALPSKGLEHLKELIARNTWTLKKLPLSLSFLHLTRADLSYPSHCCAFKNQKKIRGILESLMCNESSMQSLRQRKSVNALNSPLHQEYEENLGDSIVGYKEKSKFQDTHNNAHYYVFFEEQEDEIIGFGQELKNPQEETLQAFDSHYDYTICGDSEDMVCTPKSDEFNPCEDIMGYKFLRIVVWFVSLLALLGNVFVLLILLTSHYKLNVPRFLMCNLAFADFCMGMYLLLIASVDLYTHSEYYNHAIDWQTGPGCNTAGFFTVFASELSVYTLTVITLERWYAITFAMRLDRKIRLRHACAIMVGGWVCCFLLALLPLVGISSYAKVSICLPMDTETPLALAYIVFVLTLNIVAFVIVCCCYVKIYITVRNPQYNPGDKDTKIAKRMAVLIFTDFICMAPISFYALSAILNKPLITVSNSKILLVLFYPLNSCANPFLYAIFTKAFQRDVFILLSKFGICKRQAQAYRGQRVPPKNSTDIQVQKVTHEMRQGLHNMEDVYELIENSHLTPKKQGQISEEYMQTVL
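Freshly harvested TSHR cells receive pin-tooled compound, then EC80 TSH at 4nM final. After 2 hours at 37 deg C, antibody in lysis buffer and cAMP-d2 are added; 30 minutes at ambient temperature precede the HTRF read.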
* marks the source's active call; other numbers are inactive results; & = joins results of further samples; [ ] = dose if it differs, or a comment. Unless noted, calls come from the whole dose curve; as a rule, active = well fitted curve in the direction sought with a large enough effect; inconclusive = small, poorly fitted or top-dose-only effect, or another doubt; inactive = no such curve, though single readings can be large; an effect the other way counts as inactive or inconclusive.

`CC1(C(O)(C#CCN2CCCCC2)c2ccccc2)CCCC1` (configuration not stated) gave BCR signal inh -1%, Tb PFK inh 4%, Giardia kill -7, KCNH2 WT inh 5, GALK inh -1%, MLL CXXC-DNA inh -1%, Coupling enz 3, TCR act 5%, AT treatment 8% and TSHR antagonist 14.
Screening CCOC(=O)CCN=Cc1c(O)n(-c2ccc(Br)cc2)c(=O)[nH]c1=O returned BCR signal inh 4%, Tb PFK inh 4%, Giardia kill 22, KCNH2 WT inh -7, GALK inh 2%, MLL CXXC-DNA inh -10%, Coupling enz 1, TCR act -1%, AT treatment 20% and TSHR antagonist -4.
For COc1ccc(NS(=O)(=O)c2ccc(OCC(=O)N3CCN(C)CC3)cc2)cc1Cl the results were BCR signal inh 2%, Tb PFK inh 0%, Giardia kill 23, KCNH2 WT inh -6, GALK inh -5%, MLL CXXC-DNA inh -4%, TCR act 0%, AT treatment 4% and TSHR antagonist 1.
Screening C#CCN1CCN(c2cccc(C(F)(F)F)c2)CC1 returned BCR signal inh inconclusive, Tb PFK inh 1%, Giardia kill 15, KCNH2 WT inh 3, GALK inh 1%, MLL CXXC-DNA inh -3%, Coupling enz 3, TCR act 2%, AT treatment 9% and TSHR antagonist 13.
For CCCn1c(C(=O)c2ccccc2)nc2ccccc21 the results were BCR signal inh 2%, Tb PFK inh -10%, Giardia kill -1, KCNH2 WT inh -1, GALK inh 1%, MLL CXXC-DNA inh 3%, Coupling enz 3, TCR act -2%, AT treatment 4% and TSHR antagonist 2.
`CCN1CCN(C(=O)COc2cc(=O)n(CC)c3ccccc23)CC1` gave BCR signal inh inconclusive, Tb PFK inh 0%, Giardia kill 43[activator], KCNH2 WT inh 7, GALK inh 1%, MLL CXXC-DNA inh -10%, Coupling enz 5, TCR act -1%, AT treatment 19% and TSHR antagonist 11.
For COc1c(C=C2C(=O)NC(=O)NC2=O)c(CCN(C)C(=O)c2ccccc2)cc2c1OCO2 the results were BCR signal inh 10%, Tb PFK inh 19%, Giardia kill -8, KCNH2 WT inh 0, MLL CXXC-DNA inh inconclusive, Coupling enz 2, TCR act 1%, AT treatment 17% and TSHR antagonist 2.
For N#CCCn1cc(C(=O)Nc2ccccc2Br)c(-c2ccc([N+](=O)[O-])cc2)n1 the results were BCR signal inh 3%, Tb PFK inh -10%, Giardia kill 4, KCNH2 WT inh -3, GALK inh 1%, MLL CXXC-DNA inh 4%, Coupling enz 6, TCR act 3%[46.1 µM], AT treatment -1% and TSHR antagonist 4.
`O=c1[nH]c(=O)n(CCc2ccccc2)c(O)c1C=NC1CC1` gave BCR signal inh 5%, Tb PFK inh 0%, Giardia kill -5, KCNH2 WT inh 5, GALK inh -2%, MLL CXXC-DNA inh -1%, Coupling enz -2, TCR act 9%, AT treatment -3% and TSHR antagonist -2.
`CC(=O)O[C@@]12CO[C@@H]1C[C@H](O)[C@@]1(C)C(=O)[C@H](O)C3=C(C)[C@@H](OC(=O)[C@H](O)[C@@H](NC(=O)c4ccccc4)c4ccccc4)C[C@@](O)([C@@H](OC(=O)c4ccccc4)C12)C3(C)C` (some centres not stated) gave BCR signal inh 0%, Tb PFK inh -1%, Giardia kill 20, KCNH2 WT inh 7, MLL CXXC-DNA inh -1%, Coupling enz 0, TCR act 6%, AT treatment 5% and TSHR antagonist 1.
Screening CC12CCC3C(CC=C4CC(O)CCC43C)C1C/C(=C\N1CCCC1)C2=O (configuration not stated) returned BCR signal inh -6%, Tb PFK inh 0%, GALK inh -1%, MLL CXXC-DNA inh 13%, Coupling enz 7, AT treatment -6% and TSHR antagonist -15.
`NP(=O)(OCCCc1ccccc1)Oc1ccccc1` (configuration not stated) gave BCR signal inh inconclusive, Tb PFK inh -2%, Giardia kill -9, KCNH2 WT inh -7, MLL CXXC-DNA inh 12%, Coupling enz 1, TCR act -5%, AT treatment 1% and TSHR antagonist -13.
`c1cc2c(cc1[C@H]1OC[C@H]3[C@@H]1CO[C@H]3c1ccc3c(c1)OCO3)OCO2` gave BCR signal inh 0%, Tb PFK inh 0%, Giardia kill 1, TCR act 4%, AT treatment 3% and TSHR antagonist -27.
`O=c1nc(/C=C/c2ccc(Cl)cc2Cl)cc(C(F)(F)F)[nH]1` gave BCR signal inh inconclusive, Tb PFK inh 3%, Giardia kill 8, KCNH2 WT inh -6, GALK inh -12%, MLL CXXC-DNA inh -12%, Coupling enz 1, AT treatment 14% and TSHR antagonist -34.
`NC12CN3CN(CN(C3)C1)C2` (tested in a mixture with another compound) gave BCR signal inh 0%, Tb PFK inh -5%, Giardia kill -6, KCNH2 WT inh -11, GALK inh -1%, MLL CXXC-DNA inh -3%, Coupling enz 2, AT treatment 30% and TSHR antagonist 2.
CC[C@@H](C(N)=O)N1CCCC1=O was read as BCR signal inh inconclusive, Tb PFK inh 3%, GALK inh -1%, MLL CXXC-DNA inh 9%, Coupling enz -4 and TSHR antagonist -11&0.
CC(NCc1ccc(Cl)cc1)C(O)c1ccccc1 (configuration not stated) was read as BCR signal inh -22%, Tb PFK inh -4%, Giardia kill -7, KCNH2 WT inh 41, GALK inh 1%, MLL CXXC-DNA inh 8%, Coupling enz 0, TCR act 4%, AT treatment 1% and TSHR antagonist 2.
For COc1ccc(NC(c2ccccc2)P(=O)(Oc2ccccc2)Oc2ccccc2)cc1 (configuration not stated) the results were BCR signal inh -10%, Tb PFK inh -4%, Giardia kill -11, KCNH2 WT inh 4, GALK inh 2%, MLL CXXC-DNA inh -5%, Coupling enz 0, TCR act 1%[46.1 µM], AT treatment -16% and TSHR antagonist 8.
`CC1CCCN(C(=O)CCl)C1` (configuration not stated) gave BCR signal inh 3%, Tb PFK inh 1%, Giardia kill -26, KCNH2 WT inh -7, GALK inh 1%, MLL CXXC-DNA inh -4%, Coupling enz 1, TCR act -3%[46.1 µM], AT treatment -6% and TSHR antagonist 6.
N#CSCC(=O)N1c2ccccc2CCc2ccccc21 was read as BCR signal inh inconclusive, Tb PFK inh -14%, Giardia kill 9, KCNH2 WT inh 3, MLL CXXC-DNA inh -7%, Coupling enz 1, TCR act -1%[46.1 µM], AT treatment 2% and TSHR antagonist -27.
Fc1ccccc1CNCCc1ccc2c(c1)OCO2 was read as BCR signal inh 2%, Tb PFK inh 2%, Giardia kill 30[activator], KCNH2 WT inh 0, GALK inh -3%, MLL CXXC-DNA inh -11%, Coupling enz -1, AT treatment 15% and TSHR antagonist -5.
`Cc1c(C=C2C(=O)N(C)C(=O)N(C)C2=O)c(=O)n(-c2ccccc2)n1C` gave BCR signal inh 2%, Tb PFK inh inconclusive, Giardia kill -3, KCNH2 WT inh 4, GALK inh 2%, MLL CXXC-DNA inh -5%, Coupling enz 0, TCR act 6%[46.1 µM], AT treatment 2% and TSHR antagonist -3.
For Clc1cccc(Cl)c1C1N2CCCN12 (configuration not stated) the results were BCR signal inh -8%, Tb PFK inh -1%, Giardia kill -15, KCNH2 WT inh -3, GALK inh 0%, MLL CXXC-DNA inh 0%, Coupling enz 0, TCR act -4%, AT treatment 15% and TSHR antagonist 2.
`C=CCN1C(=O)/C(=C/c2cc(C)n(-c3ccccn3)c2C)C(=O)NC1=S` gave BCR signal inh 2%, Tb PFK inh -1%, Giardia kill -3, KCNH2 WT inh -1, GALK inh 0%, MLL CXXC-DNA inh inconclusive, Coupling enz 6, TCR act 8%[46.1 µM], AT treatment 16% and TSHR antagonist 2.
`CCOC(=O)C1C(=O)NC23CCCC2C1c1ccccc1O3` (configuration not stated) gave BCR signal inh -4%, Tb PFK inh 4%, Giardia kill -4, KCNH2 WT inh 4, GALK inh 0%, MLL CXXC-DNA inh 3%, Coupling enz 0, TCR act -2%, AT treatment 1% and TSHR antagonist 13.
For Cc1ccc(-n2c(O)c(C=NCc3ccccn3)c(=O)[nH]c2=S)cc1 the results were BCR signal inh -6%, Tb PFK inh 0%, Giardia kill 1, KCNH2 WT inh 2, GALK inh 4%, MLL CXXC-DNA inh -18%, Coupling enz 0, TCR act 4%, AT treatment -2% and TSHR antagonist 2.

A portion of the library; the hit share may differ from the screen's.
